XIAP displacement: XIAP antagonists, biochemical, IAP family, fluorescence polarization (AID 1018). displacement, % at 20 µM, or IC50 in µM where a hit was titrated. actives 0.007% (n = 200,000). XIAP BIR domain, fluorescence polarization peptide displacement; higher % means a stronger effect; in the data active means displacement above about 50%; further: a part of the inactive calls stands beside numbers as strong as those of hits
ER stress rescue: rescue of cells from ER stress-induced death, primary screen, 384-well, CSM14.1, thapsigargin, ATP luminescence (AID 1222) | CSM14.1 thapsigargin-induced death rescue, ATP luminescence; higher % means a stronger effect | one-dose cellular ATP content (survival), % at 20 µM; EC50 in µM for titrated hits | 190,000 tested, under 10 active;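 active means EC50 below 50 µM in the dose-response confirmation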;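 further: death triggered by thapsigargin at about 15 µM added after 2 h compound pretreatment; cell ATP read after overnight thapsigargin exposure of roughly 18 to 22 hours; normalized against plate controls of thapsigargin alone and 5% DMSO vehicle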
K1F lysis inhibition: inhibition of K1F phage lysis, E. coli UTI89, bacterial capsule biogenesis inhibitors, alamar blue (AID 488966) | one-dose inhibition, % at 100 µM; IC50 in µM for titrated hits | E. coli UTI89 K1F phage lysis, alamar blue, 2 h; higher % means a stronger effect | actives 0.02% (n = 340,000);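 active means phage lysis inhibition, versus mean bacterial control, above a set limit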;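 further: capsule biogenesis inhibitors block K1F phage lysis so surviving cells raise fluorescence; higher fluorescence means more inhibition of phage lysis; actives were called in the ten point dose series up to 300 µM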
West Nile antiviral: inhibition of WNV-induced cytopathic effect – cell-based, CPE readout (AID 1621); one-dose CPE inhibition, % at 10 µM; IC50 in µM for titrated hits; West Nile virus-infected cells, CPE inhibition; higher % means a stronger effect; actives 0.02% (n = 290,000); in the data active means a potency from the dose series; further: strong numbers were not always called active
Yfh1-off respiration: enhancers of respiration in Yfh1-depleted yeast, dose response, Friedreich's ataxia, plus single-dose screen (AID 1465); S. cerevisiae Yfh1-off respiration, WST-1 reduction, 72 h; higher fold induction means a stronger effect; fold induction at 50 µM, or EC50 in µM where a hit was titrated; actives 0.074% (n = 220,000);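 active means fold induction of absorbance versus untreated yeast above a set limit, then at least 30% activation at any dose in follow-up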;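 further: activators that raise dye reduction in frataxin-depleted yeast; strong numbers were not always called active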
SV40 large T antigen: TAg ATPase/helicase activity blockers – biochemical (AID 1903). actives 0.39% (n = 310,000). inhibition, % at 20 µM, or IC50 in µM where a hit was titrated. SV40 large T antigen ATPase/helicase inhibition assay; higher % means a stronger effect; in the data active means a potency from the dose series; further: strong numbers were not always called active
WT yeast gro inh: growth inhibition of WT yeast, mitochondrial fusion screen | mitochondrial fusion phenotypic screen, WT strain | inhibition, % at 10 µM | actives 2.1% (n = 190,000) | AID 1362; in the data active means inhibition above about 58%; tested in S. cerevisiae
RSV CPE inhibition: inhibition of RSV-induced cytopathic effect – HEp-2 cells, primary 10 µM value included (AID 2391) | HEp-2 cells, RSV-induced CPE inhibition; higher % means a stronger effect | CPE inhibition, % at 10 µM, or IC50 in µM where a hit was titrated | actives 0.13% (n = 310,000); in the data active means a potency from the dose series; further: strong numbers were not always called active
Dengue-2 NS5 capping: flavivirus cap methylation enzyme inhibition – biochemical, confirmation dose response, primary screen (AID 588689) | inhibition, % at 25 µM, or IC50 in µM where a hit was titrated | Dengue-2 NS5 methyltransferase capping enzyme assay, biochemical; higher % means a stronger effect | actives 0.3% (n = 340,000); in the data active means a potency from the dose series
WT yeast gro inh mutant strain: second read-out of WT yeast gro inh, no call of its own (marks repeat the call); inhibition, %; mitochondrial fusion phenotypic screen, mutant strain inhibition
Dengue-2 NS5 capping pilot replicate: further read-out of Dengue-2 NS5 capping, marked with its call; inhibition, %; measured here: pilot screen replicate inhibition
Active calls of the source: *; i = inactive; / = no result given; [ ] = remark or other dose. The order is random, and some 2.2% of all compounds hit somewhere here.

SMILES	XIAP displacement	ER stress rescue	K1F lysis inhibition	West Nile antiviral	Yfh1-off respiration	SV40 large T antigen	WT yeast gro inh	WT yeast gro inh mutant strain	RSV CPE inhibition	Dengue-2 NS5 capping	others
CCc1cccc(CC)c1NC(=S)NCCc1ccc(O)c(O)c1	-2.9%	-1.7%	2.2%	-0.7%	i	37%	-6	-11	1.5%	0%
CCOC(=O)N1CCN(Cc2cn[nH]c2-c2cccc3ccccc23)CC1	-4.2%	2.0%	0.1%	-1.2%	i	11%	-14	7	-0.5%	6%
Cc1onc(-c2ccccc2Cl)c1C(=O)NCc1nc(-c2ccccc2)no1	-4.3%	3.1%	0.1%	-0.2%	i	0%	3	4	6.8%	-3%
COc1cc2c(cc1OC)CN(Cc1nc3ccsc3c(=O)[nH]1)CC2	-0.4%	-2.6%	0.5%	-0.4%	i	9%	2	9	0.8%	-2%
O=c1ccc2c(o1)/C(=C/C=C(Cl)Cl)CCC2	-6.2%	-3.2%	0.2%	0.2%	i	16%	7	5	-1.8%	-5%
CCOC(=O)c1ccc(NC(=O)CSC2=NC(=O)C(CC)C(=O)N2)cc1 (stereo not drawn)	-4.0%	-3.7%	0.5%	-0.2%	i	5%	-12	6	-1.8%	-5%	Dengue-2 NS5 capping pilot replicate=-3.3
Cc1ccccc1/C=C\c1nc2ccccc2c(=O)[nH]1	-6.3%	-1.0%	0.7%	-1.2%	i	4%	6	-13	2.6%	/
COc1cc(CCN2C(=O)c3cccc4cccc(c34)C2=O)c(S(=O)(=O)NCCO)cc1OC	-5.5%	-3.2%	4.5%	0.3%	i	2%	-13	7	2.7%	-7%
CCCCC(=O)Nc1ccc2c(c1)nc(CN1CCN(C(=O)OCC)CC1)n2C	/	/	-0.1%	-0.4%	/	1%	/	/	-1.3%	5%
Cc1cc(C)cc(SCc2noc(C(=O)NCc3ccccc3)c2C(=O)NCc2ccccc2)c1	/	/	0.6%	-0.5%	i	7%	/	/	9.7%	-6%
CN1CCN(Cc2cccc3ncccc23)CC1CCO (stereo not drawn)	/	/	0.2%	0.4%	/	9%	/	/	0.0%	-16%
CCCCC(=O)OCC(=O)c1[nH]c(C)c(C(=O)OCC)c1C	-0.8%	1.5%	3.7%	0.1%	i	52%	11	11	-1.2%	-1%
O=C(C(Cc1ccccc1)n1cccc1)N1CCN(c2ccccc2)CC1 (stereo not drawn)	-5.0%	1.7%	2.2%	0.0%	i	8%	11	-1	-0.1%	-6%
Cc1cccc(N2C(=S)N=C(Nc3c(C)cccc3C)C23CCOC(C)(C)C3)c1 (stereo not drawn)	-0.8%	-1.4%	3.4%	1.1%	i	14%	8	11	1.8%	2%
CC(=O)C(=Cc1cc(C)n(-c2ccccc2)c1C)C(C)=O	-2.2%	0.4%	0.1%	0.2%	i	8%	-4	5	0.7%	30%
O=C(COC(=O)c1ccc(S(=O)(=O)N2CCOCC2)cc1)NC1CCCCCC1	-7.0%	0.9%	0.9%	-0.5%	i	3%	3	1	0.6%	-4%
COc1ccc(C2CC(=O)Nc3ccccc3S2(=O)=O)cc1OC (stereo not drawn)	-5.5%	0.2%	0.6%	0.8%	i	9%	16	23	0.2%	9%
O=C(c1ccccc1Br)N(Cc1ccccc1)c1ccccc1	/	/	-0.2%	-1.3%	/	10%	/	/	8.6%	0%
O=C(Nc1nccs1)C1CCCN1S(=O)(=O)c1cccc2cccnc12 (stereo not drawn)	-2.0%	2.6%	0.7%	-0.4%	i	3%	4	12	0.3%	-1%
CC1CCCCN1C(=O)Nc1cccc(C(F)(F)F)c1 (stereo not drawn)	-7.7%	0.0%	0.0%	0.0%	i	5%	-17	-14	1.1%	-2%
COc1ccc(NC(=O)CN(C)C(C)C(=O)NC(=O)NC2CCCCC2)cc1 (stereo not drawn)	/	/	-0.6%[50 µM]	-1.0%	/	-4%	/	/	1.0%	14%
Cn1ccnc1COc1ccc(C=O)cc1	/	/	0.8%	-0.3%	/	6%	/	/	0.8%	/
CCNC(=O)NC(=O)C(C)OC(=O)C(C)(C)Oc1ccc(Cl)cc1 (stereo not drawn)	-4.8%	/	-0.2%	-0.3%	i	13%	-2	8	1.7%	7%
Cc1ccc(C(=O)NNC(=O)c2cccc(C)c2)cc1	-3.4%	0.9%	0.3%	0.3%	i	23%	1	5	3.0%	-4%
Cc1[nH]nc2c1C(c1ccc(OC(=O)c3ccco3)cc1)C(C#N)=C(N)O2 (stereo not drawn)	-2.8%	0.6%	-0.3%	0.8%	i	14%	10	-4	0.3%	-6%
Additional entries follow.
SMILES	XIAP displacement	ER stress rescue	K1F lysis inhibition	West Nile antiviral	Yfh1-off respiration	SV40 large T antigen	WT yeast gro inh	WT yeast gro inh mutant strain	RSV CPE inhibition	Dengue-2 NS5 capping	others
Cc1cc(C)n(CC(C)Nc2nc3nonc3nc2N2CCCCC2)n1 (stereo not drawn)	-9.2%	0.2%	-2.9%	0.0%	i	24%	-2	7	1.3%	-1%
O=C(CNC1CCCCC1)N1CCc2ccccc2C1	-4.1%	-2.9%	-0.1%	0.8%	i	3%	0	14	-0.4%	1%	Dengue-2 NS5 capping pilot replicate=0.6
O=C(COC(=O)C1=COCCO1)NC1CCCCC1	/	/	0.7%[50 µM]	/	/	4%	/	/	-0.2%	-1%
COc1ccc(Nc2nnc(Cc3ccc(Cl)cc3)c(=O)[nH]2)c(OC)c1	-1.8%	-3.3%	7.6%	-0.3%	i	4%	10	8	10%	5%
Cc1ccc(NC(=O)/C=C/c2ccc(Cl)cc2)nc1	-3.9%	0.0%	-0.8%	-0.8%	i	10%	5	12	9.2%	-13%
CC(=O)N1CCc2cc(S(=O)(=O)NCCCN3CCC(C)CC3)ccc21	/	/	0.2%	-0.2%	/	14%	/	/	-0.3%	-5%
CCOC(=O)CC(=O)Nc1ccsc1C(N)=O	/	/	0.1%	0.0%	i	4%	/	/	1.6%	-19%
O=C(c1ccc2c(=O)n(C3CCCC3)c(=S)[nH]c2c1)N1CCN(C2CCCCC2)CC1	-21%	-0.9%	0.0%	/	/	1%	0	2	-2.6%	-1%	Dengue-2 NS5 capping pilot replicate=-0.9
CCOc1cc2[nH]c(=O)n(CCCCCC(=O)NC3CCCC3)c(=O)c2cc1OCC	/	/	0.8%	0.5%	/	8%	/	/	4.0%	-5%
COc1cccc(CNC(=O)CCNS(=O)(=O)c2cccc3nsnc23)c1	-11%	-0.5%	-1.5%	0.0%	i	2%	-2	-11	0.0%	1%
CCOC(=O)CNC(=O)CNC(=O)c1ccc(OCC(C)C)cc1	-0.9%	4.1%	1.5%	0.4%	i	0%	7	22	1.4%	10%
O=C(CN1CCCN(Cc2ccc(F)cc2Cl)C1=O)NC1CCCCCCC1	1.6%	-1.3%	0.9%	0.0%	i	7%	-5	18	-0.4%	0%
COC(=O)c1ccc(S(=O)(=O)N2CCCCCC2)cc1	-7.0%	-2.0%	0.3%	1.4%	i	5%	-5	8	1.9%	-4%
CN(Cc1ccco1)C(=O)Cn1c(=O)oc2cc(S(=O)(=O)NCc3ccccc3)ccc21	-4.4%	/	0.0%	0.2%	i	1%	2	-8	0.2%	-3%
COc1ccc(NC(=O)c2oc3ccc(S(=O)(=O)N4CCC5(CC4)OCCO5)cc3c2C)cc1	2.0%	-1.0%	-0.4%	-0.4%	i	6%	1	-12	2.7%	-1%
Cc1nc2ccccc2n1C1CC(=O)N(N(C)C)C1=O (stereo not drawn)	-1.5%	0.8%	0.1%	0.1%	i	4%	-14	7	0.1%	-2%
CC(C)(C)C1CCc2c(sc(NC(=O)c3cc(C4CC4)on3)c2C#N)C1 (stereo not drawn)	-0.7%	-1.3%	0.5%	-0.7%	i	11%	2	-3	2.6%	0%
COc1ccc(NC(=O)CNC(=O)C23CC4CC(CC(C4)C2)C3)c(OC)c1	/	/	1.3%[50 µM]	/	/	13%	/	/	-0.4%	6%
OCc1cn(-c2ccccc2)nc1-c1cccnc1	-0.5%	0.2%	0.1%	-0.3%	i	3%	-18	-13	0.2%	-6%
CCCCC(CCC(=O)Nc1ccc(C(=O)OC)cc1)C(=O)O (stereo not drawn)	1.9%	-2.6%	0.6%	0.2%	i	1%	0	1	0.3%	3%

Gathered by group: those above containing an NH in an aromatic ring (8)
SMILES	XIAP displacement	ER stress rescue	K1F lysis inhibition	West Nile antiviral	Yfh1-off respiration	SV40 large T antigen	WT yeast gro inh	WT yeast gro inh mutant strain	RSV CPE inhibition	Dengue-2 NS5 capping	others
CCOC(=O)N1CCN(Cc2cn[nH]c2-c2cccc3ccccc23)CC1	-4.2%	2.0%	0.1%	-1.2%	i	11%	-14	7	-0.5%	6%
COc1cc2c(cc1OC)CN(Cc1nc3ccsc3c(=O)[nH]1)CC2	-0.4%	-2.6%	0.5%	-0.4%	i	9%	2	9	0.8%	-2%
Cc1ccccc1/C=C\c1nc2ccccc2c(=O)[nH]1	-6.3%	-1.0%	0.7%	-1.2%	i	4%	6	-13	2.6%	/
CCCCC(=O)OCC(=O)c1[nH]c(C)c(C(=O)OCC)c1C	-0.8%	1.5%	3.7%	0.1%	i	52%	11	11	-1.2%	-1%
Cc1[nH]nc2c1C(c1ccc(OC(=O)c3ccco3)cc1)C(C#N)=C(N)O2 (stereo not drawn)	-2.8%	0.6%	-0.3%	0.8%	i	14%	10	-4	0.3%	-6%
COc1ccc(Nc2nnc(Cc3ccc(Cl)cc3)c(=O)[nH]2)c(OC)c1	-1.8%	-3.3%	7.6%	-0.3%	i	4%	10	8	10%	5%
O=C(c1ccc2c(=O)n(C3CCCC3)c(=S)[nH]c2c1)N1CCN(C2CCCCC2)CC1	-21%	-0.9%	0.0%	/	/	1%	0	2	-2.6%	-1%	Dengue-2 NS5 capping pilot replicate=-0.9
CCOc1cc2[nH]c(=O)n(CCCCCC(=O)NC3CCCC3)c(=O)c2cc1OCC	/	/	0.8%	0.5%	/	8%	/	/	4.0%	-5%

Screens deposited in PubChem BioAssay by several laboratories.
